# FAS-TE inh – FAS thioesterase domain inhibitors, primary screen, biochemical, fluorescence intensity, uHTS; inhibition, % at 15 µM; Fatty acid synthase (Homo sapiens), P49327; hit rate 0.67% among 360,000; recombinant FAS-TE, OMFH fluorogenic substrate, fluorescence endpoint;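 active = compounds whose normalised, plate-corrected inhibition of enzyme fluorescence in the single-dose primary screen is 50% or more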;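 also: 0% = DMSO with enzyme and 100% = substrate without enzyme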
# E coli Lon inh – inhibitors of E. coli Lon protease, primary screen, biochemical, fluorescence polarization; P0A9M0; purified E. coli Lon protease; inhibition, % at 7.94 µM; hit rate 0.42% among 360,000; AID 602123, 2011; in the data active = inhibition above about 13%, passing the limit was not always enough;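 also: 0% = enzyme with probe and DMSO and 100% = no enzyme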
# MLLE-PAM2 inh – inhibitors of PABP1 MLLE–PAM2 peptide binding, primary screen, biochemical, fluorescence polarization, FITC-PAM2, GST-MLLE; hit rate 0.36% among 360,000; inhibition, % at 20 µM; AID 588489, 2011; Polyadenylate-binding protein 1 (Homo sapiens), P11940; in the data active = inhibition above about 35%, passing the limit was not always enough;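 also: plate controls were DMSO wells with GST-MLLE for no effect and wells lacking GST-MLLE protein for full effect; some results filed as inactive read as strong as hits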
# CSN inh – inhibitors of CSN-mediated cullin deneddylation, primary screen, biochemical, fluorescence polarization, uHTS. hit rate 0.38% among 360,000. AID 651999, 2013. Purified CSN, SCF-Nedd8-OG deneddylation. inhibition, % at 12.5 µM. COP9 signalosome complex subunit 5 (Homo sapiens), Q92905;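 active = pattern-corrected inhibition above about 35%, with an unprinted fluorescence ratio check between 0.5 and 1.5, limit read from the data, passing the limit was not always enough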;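 also: 0% = enzyme with substrate and 100% = substrate without enzyme; some results filed as inactive read as strong as hits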
# Target sequence (Q92905 whole entry, looked up, one chain of several): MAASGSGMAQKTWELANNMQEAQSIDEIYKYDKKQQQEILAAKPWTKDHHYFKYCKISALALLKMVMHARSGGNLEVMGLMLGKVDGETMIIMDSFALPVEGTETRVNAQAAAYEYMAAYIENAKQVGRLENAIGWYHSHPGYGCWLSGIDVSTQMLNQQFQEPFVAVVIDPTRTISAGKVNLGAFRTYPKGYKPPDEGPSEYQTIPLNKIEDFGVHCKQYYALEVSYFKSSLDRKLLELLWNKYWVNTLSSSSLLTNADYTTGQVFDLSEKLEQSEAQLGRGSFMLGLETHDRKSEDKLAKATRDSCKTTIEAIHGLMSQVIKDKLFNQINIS
#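 Assay system: purified human Csn5 enzyme expressed in HEK293T cells; Input: 0.24 nM Csn5 enzyme, final concentration; Reagent: 10 nM SCFSkp2-Nedd8OG; Compound dosing: 12.5 µM single point; Times: reaction 90 min, room temperature; Technique: fluorescence polarization readout.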
# MsrA inhibitor – bovine MsrA enzyme inhibitors, primary screen, biochemical, absorbance, HTS. hit rate 0.75% among 360,000. purified bovine MsrA, absorbance read-out. inhibition, % at 15.5 µM. Methionine sulfoxide reductase A (Bos taurus); in the data active = inhibition above about 4.5%;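 also: 0% = vehicle wells with enzyme and 100% = reference inhibitor wells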
# Rin1-Abl PPI inh – inhibitors of Rin1-Abl protein binding, primary screen, biochemical, TR-FRET; hit rate 0.4% among 360,000; inhibition, % at 7.35 µM; Tyrosine-protein kinase ABL1 (Homo sapiens) + Ras and Rab interactor 1 (Homo sapiens), …; in the data active = inhibition above about 5%, passing the limit was not always enough
# TbMetRS inhib – T. brucei MetRS inhibitors, primary screen, biochemical, luminescence. purified T. brucei MetRS, ATP depletion, Kinase-Glo luminescence. inhibition, % at 11.9 µM. hit rate 0.4% among 360,000;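 active = inhibition above a per-plate cutoff of the control wells' mean inhibition plus 3 SD, cut at about 5.5% in these data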;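 also: 0% = DMSO wells median and 100% = median of wells with control inhibitor compound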
#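 Material – parasite MetRS enzyme · Medium – HEPES-MgCl2-KCl buffer plus DTT, spermine, BSA, pyrophosphatase · Reagent – ATP, methionine and E. coli bulk tRNA substrates · Times – 15 min enzyme-compound preincubation, 2 h reaction, 10 min detection, 25 °C · Measured by – luminescence of leftover ATP · Evaluation – percent inhibition relative to median high and low control wells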
# MsrA act – bovine MsrA enzyme activators, primary screen, biochemical, absorbance, HTS | Methionine sulfoxide reductase A (Bos taurus) | hit rate 0.3% among 360,000 | purified bovine MsrA, absorbance read-out | activation, % at 10.6 µM; in the data active = activation above about 7.5%;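 also: 0% = vehicle and 100% = reference activator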
# Neddylation inh – inhibitors of cullin neddylation, primary screen, biochemical, TR-FRET, uHTS, NAE and Ubc12. calls only at 25 µM. hit rate 0.58% among 360,000. AID 651699, 2012; in the data active = inhibition above about 36%
# Target sequence (P61081 whole entry, looked up): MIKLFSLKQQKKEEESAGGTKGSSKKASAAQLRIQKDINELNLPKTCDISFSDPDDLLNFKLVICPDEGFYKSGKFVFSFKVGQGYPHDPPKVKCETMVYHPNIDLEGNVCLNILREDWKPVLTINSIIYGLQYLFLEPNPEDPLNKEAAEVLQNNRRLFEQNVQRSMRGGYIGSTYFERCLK
# Target sequence (Q13564 whole entry, looked up): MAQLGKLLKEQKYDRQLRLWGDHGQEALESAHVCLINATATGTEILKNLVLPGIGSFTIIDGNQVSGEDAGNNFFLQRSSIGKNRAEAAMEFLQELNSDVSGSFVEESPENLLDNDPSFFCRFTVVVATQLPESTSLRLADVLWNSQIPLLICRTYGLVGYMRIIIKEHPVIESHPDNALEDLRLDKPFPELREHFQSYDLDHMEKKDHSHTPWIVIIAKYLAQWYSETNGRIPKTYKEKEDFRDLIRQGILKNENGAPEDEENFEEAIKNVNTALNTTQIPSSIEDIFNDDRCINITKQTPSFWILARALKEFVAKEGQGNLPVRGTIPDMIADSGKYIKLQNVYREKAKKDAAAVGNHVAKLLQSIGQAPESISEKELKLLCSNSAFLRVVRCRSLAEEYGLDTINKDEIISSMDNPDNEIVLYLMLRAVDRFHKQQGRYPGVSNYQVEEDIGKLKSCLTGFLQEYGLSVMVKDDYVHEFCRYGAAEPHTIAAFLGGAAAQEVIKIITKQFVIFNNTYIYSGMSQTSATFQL
# Active calls of the source: *; i = inactive; x = no result given.
compound	FAS-TE inh	E coli Lon inh	MLLE-PAM2 inh	CSN inh	MsrA inhibitor	Rin1-Abl PPI inh	TbMetRS inhib	MsrA act	Neddylation inh
CCn1c(SC)nc(O)c(C(c2ccc(OC)c(O)c2)c2c(O)nc(SC)n(CC)c2=O)c1=O	x	6	x	x	-0.2	-2	-0.5	0	x
CC(C)Oc1cccc(C(=O)C2CCCN(S(=O)(=O)C(C)C)C2)c1 (stereo not drawn)	9	-12	7	-4	0.0	-2	-0.6	-3	i
CC[C@H]1C/C=C\Cc2ccccc2[C@H](C(=O)C[C@@H](O)CC(C)=O)OC1=O	-10	-7	12	-1	-0.6	-1	-0.1	-1	i
CCOc1cc(/C=N/O)ccc1OS(=O)(=O)c1ccc(C)cc1	-8	1	-2	-2	0.2	0	-0.5	-6	i
CCCCN(C)CCn1c(=S)[nH]c2ncccc2c1=O	-6	-3	36	-1	1.4	6	-1.9	-10	i
CCN(CC)S(=O)(=O)c1cc(-c2nn(C)c(=O)c3ccccc23)ccc1C	11	2	4	-1	-0.2	3	-0.5	-1	i
CN1CCCC(OC(=O)c2cc(F)c(F)c(F)c2F)C1 (stereo not drawn)	0	-3	-2	3	0.4	1	-0.4	-2	i
CCOc1ccccc1CN1CCN(Cc2cc3ccccc3[nH]2)CC1CCO (stereo not drawn)	-4	-24	-1	6	1.1	3	-0.3	-4	i
COC(=O)[C@]1(Cc2ccccc2)N[C@H](CN(C)C(=O)C2CCCCC2)[C@@H]2C(=O)N(C)C(=O)[C@@H]21	-8	-11	0	1	-0.5	-2	0.5	-2	i
Cc1ccc(-n2cc(CN3CCN(c4ccccn4)CC3)c(-c3ccc(F)cc3)n2)cc1	32	4	-9	-4	0.5	-1	-0.2	-2	i
COc1ccc(N=C2NC(=O)/C(=C/C=C/c3ccccc3)S2)cc1	-1	4	-7	4	-0.1	-2	-0.1	-3	i
CCn1ncc(/C=N/O)c1C	0	10	13	-1	0.0	-2	-1.4	-5	i
O=C(COc1ccccc1)NCCSc1ccccc1	1	8	14	3	-1.0	-2	0.0	-2	i
O=C(CN1C(=O)C2C3C=CC(C3)C2C1=O)OCC(=O)c1ccc(Br)cc1 (stereo not drawn)	-5	5	-8	4	0.0	0	-1.4	-7	i
CCC(CO)Oc1cc(NC(=O)c2ccccc2C)c2ncn(C(C)C)c2c1 (stereo not drawn)	-4	0	21	5	0.6	3	-0.2	-5	i
Nc1cccc(CCc2ccncc2)c1	-4	0	-10	-1	0.3	-1	-0.3	-3	i
COc1ccc(CNc2ncnc3cc(OC)c(OC)cc23)cc1	-7	-2	4	-3	1.0	1	-0.4	-4	i
Cc1cc2c(NC(=O)Nc3ccc(C(F)(F)F)cc3)cccc2nn1	10	17	8	-3	1.2	-5	0.0	-1	i
CN(CC(=O)NCCc1ccccc1)S(=O)(=O)c1cccs1	-13	-1	1	-4	-1.3	-1	-1.5	-12	i
COc1cc(OC)cc(-c2sc3ccc(OC)cc3c2-c2ccc(OCCN3CCOCC3)cc2)c1	19	-12	-2	-2	x	-6	-2.1	-6	i
Cc1nc(SCc2ccc([N+](=O)[O-])cc2)n[nH]1	-1	-4	3	0	0.8	-1	-0.4	-8	i
CC(C)CCNC(=O)c1onc(CSc2ccccc2)c1C(=O)NCCC(C)C	20	-2	14	3	0.1	5	1.1	2	i
COc1ccccc1OCCCC(=O)Nc1ccc([N+](=O)[O-])cc1Br	24	0	-6	11	1.5	3	-0.4	-5	i
CCCCNC(=O)/C=C/c1ccc(OC)c(Br)c1	1	-6	-9	-5	-0.1	-3	-0.8	-4	i
O=C1CN(C(=O)CNCc2ccc(Cl)cc2)c2ccccc2N1	-6	-10	-2	-2	0.5	-2	0.2	-1	i
COC(=O)CSc1nc(C)cc(C(F)(F)F)c1C#N	2	-5	1	0	2.0	0	-1.6	-6	i
CCN1CCN(Cc2ccc(NC(=O)Nc3cccs3)cc2)CC1	-8	-3	18	0	0.7	1	0.6	-2	i
COc1ccc(N(C(=O)c2snc(C(N)=O)c2N)C(C(=O)NC2CCCCC2)c2ccc(F)cc2)c(OC)c1 (stereo not drawn)	0	0	5	12	-0.8	3	-0.8	-4	x
COc1ccc(CNC(=O)COC(=O)c2cc3ccccc3o2)cc1	-1	-9	1	2	-1.7	-2	-0.4	-4	i
COc1ccc(N2CCN(C(=O)c3nc4nc(C)cc(C)n4n3)CC2)cc1	0	1	-12	2	-0.9	2	0.2	-3	i
CCc1ccccc1NC(=O)CN1CCN(C(=O)C(C)NC(=O)c2ccc(Cl)cc2)CC1 (stereo not drawn)	-6	14	11	0	0.1	5	-0.1	-2	i
Cc1ccc(OCC(=O)NC(C)c2ccc(Cl)c(Cl)c2)c([N+](=O)[O-])n1 (stereo not drawn)	8	-15	6	2	2.0	1	-0.3	-3	i
COCCn1c(SCC(=O)Nc2cc(C)on2)nc2ccccc2c1=O	0	0	9	1	-0.1	1	-0.9	-14	i
C#CCn1c(O)c(N=NC(=O)CNC(=O)c2cccnc2)c2ccccc21	-6	9	-5	1	1.4	-1	0.2	-7	i
COC(=O)c1c(C)oc2ccc(N(C(=O)Oc3ccccc3)S(=O)(=O)c3ccccc3)cc12	36	5	9	-4	-0.4	-2	-0.5	0	i
C/C(=N\Nc1nc(-c2ccccc2O)nc2ccccc12)c1ccccc1	2	0	15	1	0.1	4	-0.6	-1	i
O=C(NC1CC1)C1CCN(C2CCN(C(=O)/C=C/c3cccc(F)c3F)CC2)CC1	-3	-5	-8	5	1.1	2	-0.6	0	i
CCN(CC)CCCSc1nc2ccccc2s1	-6	-4	2	0	-0.7	1	0.3	-2	i
CC1(C)CC(=O)C(C#N)=C(NCCCO)C1	-8	-8	-4	1	0.8	-7	0.1	-2	i
N#Cc1ccc(NC(=S)Nc2ccccc2)cc1	-3	5	33	-5	-0.4	-1	-0.5	-2	i
Cc1ccc(S(=O)(=O)N2CCN(C(=O)Cn3c(=O)cnc4ccccc43)CC2)cc1	-5	-14	-16	1	0.7	-3	-0.2	-2	i
C=CCNC(NC(=O)c1ccccc1)(C(=O)OCC)C(F)(F)F (stereo not drawn)	-7	5	3	7	-0.9	-2	-0.1	-10	i
CCOC(=O)CSc1nc(C)c2cccc(C)c2n1	-1	-4	-36	-4	1.5	-4	0.3	-4	i
Nc1nnc(SCC(=O)c2ccc3c(c2)NC(=O)CO3)s1	-4	-1	2	4	2.6	1	0.7	-2	i
CN(C)CCCN(C(=O)CCOc1ccccc1)c1nc2c(F)cccc2s1	3	11	5	7	-1.1	-2	0.2	-9	i
Cc1cc(NC(=O)C2CC(c3ccc(Cl)cc3)=NO2)no1 (stereo not drawn)	-4	-4	10	3	1.2	0	0.1	-2	i
O=C(NCC(=O)N1CC(O)CC1C(=O)N1CCCC1C(=O)OCc1ccccc1)OCc1ccccc1 (stereo not drawn)	-2	-7	3	9	-0.5	2	-0.8	-4	i
COc1cc(=O)n(C)c2c(OCC3OC(C)(C)OC3(C)C)cccc12 (stereo not drawn)	-8	-4	-13	4	0.9	3	-1.1	-9	i
COc1ccc(S(=O)(=O)NCCNC(=O)N2CCOCC2)cc1	0	2	8	-3	-0.2	0	-0.5	-5	i
CC(C)CN1C(=O)NC2(CCCc3ccccc32)C1=O (stereo not drawn)	-7	-8	11	-2	0.1	2	-0.2	-2	i
Cc1c(S(=O)(=O)Nc2ccc3c(c2)OCCO3)c(=O)n(C)c(=O)n1C	-3	-4	4	3	1.1	-3	-0.3	-2	i
Cc1ccccc1C(=O)NC(=S)NCc1ccccc1	10	-11	18	1	0.9	1	-0.9	-6	i
COc1ccc2nc(NC(=O)C3CCCN(S(=O)(=O)c4c(C)noc4C)C3)sc2c1 (stereo not drawn)	8	-9	-8	2	1.1	-1	0.2	0	i
CC(=O)Nc1ccc(S(=O)(=O)NCC(=O)OCC(=O)NCc2ccco2)cc1	-10	13	-4	1	1.3	-3	-0.5	-1	i
CCCCCc1c(C)nc(N2CCc3ccccc3C2)[nH]c1=O	-7	-2	4	3	-0.1	0	0.1	3	i
Cc1ccc(C(=O)Nc2ccc(NC(=O)c3cccs3)cc2)c(C)c1	-10	-2	-5	0	-1.4	1	-0.3	-3	x

# A portion of the results above, as a working copy:
compound	FAS-TE inh	E coli Lon inh	MLLE-PAM2 inh	CSN inh	MsrA inhibitor	Rin1-Abl PPI inh	TbMetRS inhib	MsrA act	Neddylation inh
COc1ccc2nc(NC(=O)C3CCCN(S(=O)(=O)c4c(C)noc4C)C3)sc2c1 (stereo not drawn)	8	-9	-8	2	1.1	-1	0.2	0	i
CC(=O)Nc1ccc(S(=O)(=O)NCC(=O)OCC(=O)NCc2ccco2)cc1	-10	13	-4	1	1.3	-3	-0.5	-1	i
CCCCCc1c(C)nc(N2CCc3ccccc3C2)[nH]c1=O	-7	-2	4	3	-0.1	0	0.1	3	i
Cc1ccc(C(=O)Nc2ccc(NC(=O)c3cccs3)cc2)c(C)c1	-10	-2	-5	0	-1.4	1	-0.3	-3	x

# (listing goes on)
compound	FAS-TE inh	E coli Lon inh	MLLE-PAM2 inh	CSN inh	MsrA inhibitor	Rin1-Abl PPI inh	TbMetRS inhib	MsrA act	Neddylation inh
CC(=O)Nn1cc2c(c1-c1ccccc1)c(=O)n(C)c(=O)n2C	-6	-13	-4	-3	1.3	-2	-0.6	-3	i
C#CC(=O)N(c1ccc(OC)c(OC)c1)C(C(=O)NC1CCCC1)c1cccs1 (stereo not drawn)	4	-21	-3	3	-0.7	-5	-1.2	-2	i
CCOC(=O)C1CCCN(C/C(O)=C(\C#N)c2nc(-c3ccc(Cl)cc3)cs2)C1 (stereo not drawn)	4	0	5	2	2.0	-1	-0.5	-10	i
COCCCN(C(=O)C1CCCCC1)c1c(N)n(Cc2ccccc2)c(=O)[nH]c1=O	-6	-5	-5	1	-0.4	1	-0.2	-3	i
COCCNc1nc(Oc2ccc(Cl)c(Cl)c2)c2sccc2n1	19	2	-6	0	-0.2	-2	-0.2	-3	i
CS(=O)(=O)Nc1cccc(NC(=O)C2Cc3c(-c4cccc(F)c4)ccnc3O2)c1 (stereo not drawn)	1	0	1	1	-1.8	-1	0.1	-1	i
CCCNC(=O)C(Cc1ccc(Cl)cc1)NC(=O)c1ccc(C#N)cc1 (stereo not drawn)	25	-5	2	-4	-0.2	0	0.5	-3	i
Cn1c(=O)c(NC(=O)c2ccccc2)c2n(c1=S)CCCCC2	-9	-6	-2	1	0.0	5	-0.9	0	i
Cc1sc(-c2ccccn2)nc1OC(=O)c1ccc(Cl)c(Cl)c1	8	-6	0	-1	1.4	-1	14*	-3	i
O=C(Cc1ccccc1)N/N=C/C=C/c1cccc([N+](=O)[O-])c1	-10	-5	4	-3	-0.4	-2	-1.2	-10	i

# High-throughput results (PubChem)
